Screening results deposited in PubChem by The Scripps Research Institute Molecular Screening Center.
TTR transcr act – TTR transcription activators in neuroblastoma reporter cells, primary screen, cell-based, luminescence, SH-SY5Y, TTR promoter Gaussia luciferase. activation, % at 16.7 µM. 100% = recombinant luciferase protein wells. actives 1.3% (n = 92,000);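 active = activation above the mean of all tested compounds plus 3 SD, cut at about 9.5% in these data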;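 note: cells exposed to compounds for one day before reading; 0% = median of all test compound wells on the plate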
Active calls of the source: *. This is a subset (hit frequency here may not be typical).

SMILES	TTR transcr act
COc1ccc(NC(=O)c2cc(S(=O)(=O)N3CCCCC3)c[nH]2)c(OC)c1	-2.2
COc1cc(OC)cc(C(=O)NCC(=O)OC2CCCCC2=O)c1 (stereo not given)	0.3
CC(=O)Nc1ccc(NC(=O)CSC2=NS(=O)(=O)c3ccccc3N2)cc1	1.9
Cc1cc(C)cc([C@H]2C[C@]34CN(C(=O)OC(C)(C)C)S(=O)(=O)[C@H]3C[C@H]2O4)c1	4.0
COCCOc1ccc(C(F)(F)F)cc1NC(=O)COC(=O)c1ccc(N2CCCC2=O)cc1	-0.8
COc1ccc(C(=O)Nc2ccc(S(=O)(=O)NCc3ccco3)cc2)cc1OC	0.6
CC1CN(C(=O)c2cc3cc([N+](=O)[O-])ccc3oc2=O)CC(C)O1 (stereo not given)	-0.9
O=C(OC(C(=O)NC1CCCCC1)c1ccccn1)c1cccs1 (stereo not given)	-1.9
CC(C)c1ccccc1-n1c(SCC(=O)c2ccc3c(c2)NC(=O)CO3)nc2ccccc2c1=O	1.6
O=C(c1ccc(CNc2c(NC3CCCCC3)c(=O)c2=O)cc1)N1CCc2ccccc21	3.1
Cc1cc(CN(C)C(=O)CC2C(=O)NCCN2CC(c2ccccc2)c2ccccc2)on1 (stereo not given)	0.3
COC(=O)CN(C#N)c1nc(N(C)C)nc(N(C)C)n1	13*
CCn1c2ccccc2c2cc(NC(=O)CSc3nccc(=O)[nH]3)ccc21	2.1
Cc1cccc(C)c1NC(=O)C(c1ccccc1)n1c(=O)c(-c2cc3ccccc3[nH]2)nc2ccccc21 (stereo not given)	-2.1
CC1CN(CC(=O)Nc2cccc(C(=O)Nc3cccc(C(F)(F)F)c3)c2)CC(C)O1 (stereo not given)	-1.1
CSc1nc(Cc2ccccc2)nc2ccccc12	1.4
COc1ccc(C(=O)Nc2ncc3c(n2)CC(C)CC3=O)cc1 (stereo not given)	1.6
O=C(c1ccco1)N1CCN(C2c3ccccc3-c3ccccc32)CC1	-1.8
COc1cc(NC(=O)c2ccc(-c3csc(C)n3)cc2)c(OC)cc1Cl	-0.5
CNC(=S)Nc1sc2c(c1C(=O)OC)CCC2	-1.9
CCNc1nc(SC(C)C(=O)Nc2ccccc2)nc(N(C)C)n1 (stereo not given)	-2.2
Cc1ccc(C(=O)Nc2ccc3c(c2)ncn3C)cc1	-0.7
COc1ccc(C(=O)C(C)OC(=O)c2cccc(S(=O)(=O)Nc3c(C)n(C)n(-c4ccccc4)c3=O)c2)cc1 (stereo not given)	0.1
COc1ccc(OC)c(NC(=O)C2CC2c2ccccc2)c1 (stereo not given)	-2.0
CCOCCCNC(=O)c1c(N)n(-c2ccc3c(c2)OCO3)c2nc3ccccc3nc12	1.4
Cc1cc(C)nc(Nc2n[nH]c(-c3ccc(N)cc3)n2)n1	-0.8
COc1ccccc1N=NC1=C(O)CC(C)(C)CC1=O	-0.9
O=c1c2ccccc2sc2nc(CCl)nn12	-0.7
CCn1ncc(S(=O)(=O)NCc2ccco2)c1C	-1.1
COc1ccc(NC(=O)c2cn(CCC#N)nc2-c2cccs2)cc1	-1.1
CC(OC(=O)/C=C/c1ccccc1)C(=O)Nc1ccc2c(c1)OCCO2 (stereo not given)	0.0
Cc1ccc(C)c2c1c1ccccc1n2C	-0.2
CC1=NN(C(=O)CCc2ccccc2O)C(O)(C(F)(F)F)C1 (stereo not given)	-1.9
Cc1ccc(NC(=O)COC(=O)COc2ccc(Cl)cc2)c([N+](=O)[O-])c1	3.0
CCC1(CC)C(=O)NC(=O)NC1=Nc1ccccc1	-2.9
CC(=O)O[C@H]1C=C[C@@H](NC(=O)OC(C)(C)C)C1	2.4
CCN(CC)S(=O)(=O)c1ccc(S(=O)(=O)N(CC(=O)Nc2ccccc2)Cc2ccco2)cc1	-2.2
O=C(O)c1ccc(CSc2nnc(Cc3ccccc3)o2)cc1	13*
N#Cc1c2ccccc2nc2ccccc12	0.6
Cc1nc(-c2ccccc2)cn2c1nc1ccccc12	-1.6
C=CCC[C@@H](Cc1ccc(F)cc1)C(=O)OC[C@@H]1CCCN1C(=O)[C@@H](CC=C)CC(=O)N[C@@H](CO)Cc1ccccc1	-2.9
CN(CCc1ccccc1)C(=O)c1cccc(NC(=O)Cc2cccc(NC(=O)C3CCCN(C(=O)CCc4ccccc4)C3)c2)c1 (stereo not given)	-4.6
COc1ccc(-c2cc(C(=O)Nc3c(C)nn(Cc4ccccc4Cl)c3C)no2)cc1	-1.1
COc1ccc(/C=N/Nc2cc(OC)ncn2)cc1	-2.6
O=C1/C(=N\S(=O)(=O)c2cccs2)C([n+]2ccc(CCCc3ccccc3)cc2)=C([O-])c2ccccc21	0.7

For reference, some entries already given.
SMILES	TTR transcr act
CCC1(CC)C(=O)NC(=O)NC1=Nc1ccccc1	-2.9
CC(=O)O[C@H]1C=C[C@@H](NC(=O)OC(C)(C)C)C1	2.4

Other entries
SMILES	TTR transcr act
COc1ccc(CCN2CC(C(=O)N(C)Cc3ccc4nsnc4c3)CCC2=O)cc1 (stereo not given)	0.3
O=C(Cc1cccc(NC(=O)C2CCCN(C(=O)C3CCCC3)C2)c1)Nc1ccc(C(=O)N2CCOCC2)cc1 (stereo not given)	1.3
COc1cccc(N(CC(=O)NC2CCCC2)C(=O)Cn2nnc(-c3ccc(C)cc3)n2)c1	-2.0
Cc1ccc(C(=O)OCC(=O)Nc2cc(S(C)(=O)=O)ccc2Cl)cc1S(=O)(=O)N1CCCCC1	-0.9
CCC(C(=O)NCCN1CCN(C)CC1)n1c(C)c2cnn(-c3ccccc3)c(=O)c2c1C (stereo not given)	-0.5
O=C(c1ccc(C(F)(F)F)cc1)N1CCC(=O)N([C@H](COCc2ccc(Cl)cc2)Cc2ccccc2)CC1	0.7
Cc1cccc(NC(=O)COc2ccc(Br)cc2/C=N/O)c1	0.3
COc1cccc(COc2cc3ccccc3nc2C)c1	-4.9
CN(C)CCNC(=O)Cc1ncc(C(F)(F)F)cc1Cl	-0.9
Cc1ccc(OCC(=O)N2N=C(c3cccnc3)CC2(O)C(F)(F)F)cc1C (stereo not given)	1.4
CCCCCCN1C=C/C(=C\C=C(C#N)C#N)c2ccccc21	3.6
O=c1c(CN2CCN(Cc3ccccc3)CC2)coc2ccc(Cl)cc12	6.5
S=c1[nH]nc(-c2ccc3ccccc3n2)n1-c1cc(Cl)cc(Cl)c1	-2.9
CC(C)C[C@@H](COCc1ccc(C(F)(F)F)cc1)N1CCN(C(=O)c2ccc(C(F)(F)F)cc2)CCC1=O	-1.7
O=C(CSc1nnc(-c2cccs2)o1)NCc1ccco1	13*
Cc1[nH]nc(N2CCCCCC2)c1[N+](=O)[O-]	3.5
CCCCN1CCCCC1(C)C(=O)NCc1cccs1 (stereo not given)	-0.6
COC(=O)CN1C(=O)[C@H]2[C@@H](/C=C/c3ccccc3)N3C(=O)CN(CCO)C(=O)[C@@]3(Cc3ccccc3)[C@H]2C1=O	0.7
Cc1cccc(-n2ncc3c2CCCC3NC(=O)c2cccs2)c1C (stereo not given)	-2.0
Cc1cccc(CS(=O)(=O)Cc2ccc(C(=O)NCCCN3CCOCC3)o2)c1	-0.2
Cc1cc2c3c(c1)C1(C(=O)N3C(C)(C)CC2C)C(C#N)=C(N)Oc2cc(O)ccc21 (stereo not given)	2.4
Cc1nn(-c2ccccc2)c(Cl)c1CN(C(=O)CCl)c1ccc(Cl)cc1	-2.3
O=C(CC(=O)N1CCN(c2ccccn2)CC1)Nc1ccc2nc3n(c(=O)c2c1)CCCCC3	0.5
COc1ccc(NC(=S)NCC(c2cccnc2)N2CCOCC2)cc1 (stereo not given)	-1.0
CCCCc1cc(=O)oc2c(C)c(OCC(=O)N3CCCC3)ccc12	-0.1
c1ccc(Nc2nc(NCc3ccco3)c3ccccc3n2)cc1	-5.5
COc1ccc(C(=O)ON=C2c3ccccc3-c3ccccc32)cc1OC	3.1
COC(=O)C1N[C@@H]([C@@H](NC(=O)COc2ccccc2)C(=O)Nc2ccc(OC)cc2)SC1(C)C (stereo not given in full)	0.1
COc1cccc(OC)c1C(=O)OCC(=O)Nc1cccnc1Cl	-0.8
O=C(c1cc([N+](=O)[O-])cc([N+](=O)[O-])c1)N1CCOCC1	1.1
N#Cc1cc2c(cc1NC(=O)CCn1cnnn1)OCO2	-0.7
CCOC(=O)N/N=C\c1sccc1C	-1.0
COc1ccc(NC(=O)C2(C)CCCN(C(C)C)C2)cc1F (stereo not given)	0.8
Oc1ccc(Cl)cc1C=NCCc1ccccc1	-1.2
O=C(COc1ccc2c(c1)OCO2)Nc1nnc(Cc2ccccc2)s1	-0.3
CC(=O)c1ccc(NC(=O)C2CC(c3ccc(F)cc3)=NO2)cc1 (stereo not given)	4.5
CC(C)CC(c1nnnn1C1CCCCC1)N1CCN(C(=O)c2ccco2)CC1 (stereo not given)	-0.8
O=C(Nc1ccc2c(c1)OCCO2)C1c2ccccc2OCC(=O)N1C1CC1 (stereo not given)	-0.8
CC(C)c1ccc(OCC(=O)Nc2ccncc2)cc1	-0.7
c1ccc2oc(-c3ccn[nH]3)cc2c1	0.5
O=C(NC1CCCCN(Cc2ccc(Cl)cc2)C1=O)C(c1ccccc1)c1ccccc1 (stereo not given)	0.1
CCn1cc(C(=O)Nc2cccc(NC(C)=O)c2)c2cc(OC)c(OC)cc2c1=O	0.7
CC(=O)C1=C(O)C(=O)N(CCC(=O)O)C1c1ccc(Cl)cc1Cl (stereo not given)	3.7
OCCC1CN(Cc2cccc(O)c2)CCN1CCc1ccccc1 (stereo not given)	1.0
COc1ccc(CC(=O)N2CCN(c3cccc(C)c3C)CC2)cc1	0.1

Compounds above that have a furan ring, fused or not, in the order listed:
SMILES	TTR transcr act
COc1ccc(C(=O)Nc2ccc(S(=O)(=O)NCc3ccco3)cc2)cc1OC	0.6
O=C(c1ccco1)N1CCN(C2c3ccccc3-c3ccccc32)CC1	-1.8
CCn1ncc(S(=O)(=O)NCc2ccco2)c1C	-1.1
CCN(CC)S(=O)(=O)c1ccc(S(=O)(=O)N(CC(=O)Nc2ccccc2)Cc2ccco2)cc1	-2.2
O=C(CSc1nnc(-c2cccs2)o1)NCc1ccco1	13*
Cc1cccc(CS(=O)(=O)Cc2ccc(C(=O)NCCCN3CCOCC3)o2)c1	-0.2
c1ccc(Nc2nc(NCc3ccco3)c3ccccc3n2)cc1	-5.5
CC(C)CC(c1nnnn1C1CCCCC1)N1CCN(C(=O)c2ccco2)CC1 (stereo not given)	-0.8
c1ccc2oc(-c3ccn[nH]3)cc2c1	0.5

Copied from the list.
In TTR transcr act, COC(=O)CN1C(=O)[C@H]2[C@@H](/C=C/c3ccccc3)N3C(=O)CN(CCO)C(=O)[C@@]3(Cc3ccccc3)[C@H]2C1=O reads 0.7
In TTR transcr act, CC(=O)O[C@H]1C=C[C@@H](NC(=O)OC(C)(C)C)C1 reads 2.4
In TTR transcr act, Cc1cc2c3c(c1)C1(C(=O)N3C(C)(C)CC2C)C(C#N)=C(N)Oc2cc(O)ccc21 (stereo not given) reads 2.4
In TTR transcr act, O=C(O)c1ccc(CSc2nnc(Cc3ccccc3)o2)cc1 reads 13*
In TTR transcr act, COc1ccc(C(=O)Nc2ncc3c(n2)CC(C)CC3=O)cc1 (stereo not given) reads 1.6
In TTR transcr act, CC1CN(CC(=O)Nc2cccc(C(=O)Nc3cccc(C(F)(F)F)c3)c2)CC(C)O1 (stereo not given) reads -1.1
In TTR transcr act, Cc1cccc(NC(=O)COc2ccc(Br)cc2/C=N/O)c1 reads 0.3

Remaining list, next part
SMILES	TTR transcr act
COc1ccccc1N1CCN(C2CCCN(C(=O)c3ccoc3)C2)CC1 (stereo not given)	6.2
CCN(CC)CCNC(=O)c1ccc(NC(=O)Cc2cccc3ccccc23)cc1	0.6
Cc1ccc(S(=O)(=O)N2C[C@H]3[C@H]4C(=O)N(c5ccccc5)C(=O)[C@H]4C[C@H](OC(=O)Nc4cccs4)[C@@]3(O)C2)cc1	2.7
Cc1ccc(C(=O)NC(=S)Nc2ccc(N3CCOCC3)cc2)c(C)c1	-0.8
CCOc1ccccc1C1C(C#N)=C(N)Oc2n[nH]c(CC)c21 (stereo not given)	-1.0
Cc1ccnc(NC(=O)COc2ccccc2[N+](=O)[O-])c1	0.7
CCn1cc(C(C)NC(=O)Nc2ccc3c(c2)OCO3)c(C)n1 (stereo not given)	3.1
CC(=O)c1ccc(N2CCN(C(=O)Nc3ccc(C(C)C)cc3)CC2)cc1	-3.2
O=C(O)CC/C(=N/NC(=O)CNC(=O)Cc1ccc(Cl)cc1)c1ccccc1	0.7
CC(=O)c1cc2c(cc1NC(=O)C1CCC1)OCO2	-0.5
O=c1c2ccccc2cnn1-c1nc2ccccc2[nH]1	3.5
Cc1cc(NC(=O)CSCc2ccccc2C)no1	0.2
Cc1ccccc1-c1nc(CN2CCC(C(=O)NCCC3=CCCCC3)CC2)c(C)o1	-3.7
COc1ccc(NC(=O)CN2C(=O)N(C)Cc3ccccc32)c(C)c1	0.5
OC(CN1CCN(c2ccccn2)CC1)Cn1c2ccccc2c2ccccc21 (stereo not given)	5.1
CN1CCN(C(=O)c2cccc(S(=O)(=O)N3CCCC3)c2)CC1	-0.2
COc1ccc(C(=O)NNc2cc(C)nc(NNC(=O)c3ccc(OC)cc3)n2)cc1	0.0
CCC(C)[C@H](N)c1cn([C@@H](Cc2ccc(O)cc2)C(=O)N2CCNCC2)nn1 (stereo not given in full)	-2.1
CN(C)S(=O)(=O)c1ccc(N2CCCC2)c(C(=O)N2CCN(S(=O)(=O)c3ccc(F)cc3)CC2)c1	-0.3
CCCn1cnc2sc(CC)cc2c1=O	0.1
C=CCOC(=O)C(C(=O)Cc1ccccc1)c1ccccc1 (stereo not given)	-1.1
C[C@H]1[C@@H](OC(=O)Nc2ccccc2Cl)CC[C@@]23CCCN2C(=O)CCC[C@@H]13	1.4
O=C1NCCN/C1=C\C(=O)c1ccc(Cl)cc1	-0.4
COC(=O)c1[nH]c(C)c(/C(O)=C2\C(=O)C(=O)N(CCN(C)C)C2c2cccc(OC)c2OC)c1C (stereo not given)	0.9
C#CCOC(=O)Nc1cnccc1C(F)(F)F	6.7
O=C1CCCN1CCCNC(=S)Nc1ccc(F)cc1	-0.8
COc1cc(=O)oc(CCC(C)O)c1C (stereo not given)	4.1
COC(=O)c1cnc(Nc2ccc(Cl)cc2)c([N+](=O)[O-])c1	-0.9
COc1ccc(-c2nn(CC(=O)Nc3ccc(Cl)c(Cl)c3)c(=O)c3ccccc23)cc1	-1.6
CCC(CC)C(=O)N1CCN(c2ccccc2)CC1	0.1
Cc1c(N=C/C=C/c2ccccc2)c(=O)n(-c2ccccc2)n1C	2.7
